Bioassay records from PubChem BioAssay.
KOR beta-arrestin-1: kappa opioid receptor blockers – cell-based, luminescence, uHTS (AID 1778); KOR beta-arrestin recruitment, luminescence, antagonist mode; higher % means a stronger effect; inhibition, % at 10 µM, or IC50 in µM where a hit was titrated; hit rate 0.091% among 290,000; in the data active = inhibition above about 50%; note: strong numbers were not always called active
GPR35 arrestin U2OS: inhibition of zaprinast-stimulated GPR35 beta-arrestin translocation – imaging, U2OS, beta-arrestin-GFP, zaprinast agonist, primary screen (AID 2058); U2OS GPR35 beta-arrestin-GFP translocation imaging, zaprinast antagonism; higher % means a stronger effect; one-dose inhibition, % at 10 µM; IC50 in µM for titrated hits; hit rate 0.052% among 290,000;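 active = inhibition of at least 50% with at least 30 cells and total cytoplasm GFP at most 10,000,000; inconclusive = under 30 cells or total GFP of 10,000,000 plus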
Siah-1 displacement: blockers of Siah-1 interaction with plectin peptide – biochemical, fluorescence polarization, rhodamine-plectin, uHTS, primary screen (AID 1817); Siah-1 / rhodamine-plectin peptide fluorescence polarization; higher % means a stronger effect; hit rate 0.02% among 290,000; displacement, % at 20 µM, or IC50 in µM where a hit was titrated;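 active = displacement of at least 50% at 20 µM, with a fluorescence ratio check between 0.3 and a set limit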;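 note: plate controls were Siah plus tracer with DMSO for no effect and tracer alone without Siah for full effect; strong numbers were not always called active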
HIV fusion peptide: inhibitors of HIV fusion peptide binding, primary screen, biochemical, uHTS, fluorescence dequenching (AID 1986) | cell-free peptide binding, fluorescence dequenching, 30 min; higher % means a stronger effect | inhibition, % at 20 µM; hits with a dose series show IC50 in µM | hit rate 0.3% among 290,000; in the data active = inhibition mostly above about 52%, no sharp cut-off; inactive = mostly below about 76%; note: some results filed as inactive read as strong as hits
NOD1 NF-kB reporter: inhibition of NOD1-driven NF-kB reporter – cell-based, luminescence, uHTS, primary screen (AID 1578). NOD1-driven NF-kB luciferase reporter cells, luminescence; higher % means a stronger effect. inhibition, % at 4 µM, or EC50 in µM where a hit was titrated. hit rate 1% among 290,000; in the data active = inhibition mostly above about 36%, no sharp cut-off; inactive = mostly below about 34%;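 note: HEK-293T reporter cells stimulated with the NOD1 agonist gamma-tri-DAP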
GPR55 LPI antagonism: GPR55 antagonists blocking LPI-driven arrestin recruitment, primary screen, imaging, U2OS, beta-arrestin-GFP, LPI agonist (AID 2013); U2OS GPR55 beta-arrestin-GFP translocation imaging, LPI antagonism; higher % means a stronger effect; inhibition, % at 10 µM; hits with a dose series show IC50 in µM; hit rate 0.13% among 290,000;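 active = spots per cell inhibited over 60%, with over 100 cells counted and total cytoplasm intensity under 500,000; inconclusive = wells with under 100 cells, flagged as likely toxic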;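 note: U2OS cells stably carrying GPR55 and arrestin-GFP stimulated by 5 µM LPI near EC80; imaged beta-arrestin-GFP aggregate spots per cell after agonist stimulation; plate controls were LPI-stimulated DMSO wells for no effect and DMSO wells without LPI for full effect; some results filed as inactive read as strong as hits; confirmed hits need IC50 under 10 µM and bright autofluorescent wells are also inconclusive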
GPR55 beta-arrestin: selective activators of receptor GPR55 – imaging, U2OS cells, beta-arrestin-GFP redistribution, primary screen (AID 1961) | U2OS GPR55 beta-arrestin-GFP redistribution imaging; higher % means a stronger effect | activation, % at 10 µM, or EC50 in µM where a hit was titrated | hit rate 0.048% among 290,000;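 active = activation above 40% with more than 50 cells counted in the well; inconclusive = wells holding fewer than 50 cells, flagged as toxic or sparse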;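 note: U2OS osteosarcoma cells stably expressing GPR55 and beta-arrestin-GFP; plate controls were DMSO negative control for no effect and LPI positive control for full effect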
KOR beta-arrestin-2: kappa opioid receptor activators – cell-based, luminescence, uHTS, primary screen (AID 1777); KOR beta-arrestin recruitment, luminescence; higher % means a stronger effect; activation, % at 10 µM; hits with a dose series show EC50 in µM; hit rate 0.02% among 280,000; in the data active = activation above about 50%, passing the limit was not always enough; note: a part of the inactive calls stands beside numbers as strong as those of hits
AID2073: inhibitors of Mint1-CaV2.2 protein interaction, biochemical, HTRF (AID 2073); HTRF protein-protein interaction, Mint1-CaV2.2; higher % means a stronger effect; inhibition, % at 20 µM, or IC50 in µM where a hit was titrated; hit rate 0.19% among 290,000; in the data active = inhibition mostly above about 51%, no sharp cut-off; inconclusive = no clear call, values can overlap the other calls; inactive = mostly below about 53%; note: some results filed as inactive read as strong as hits
Numbers without * were called inactive; u = inconclusive; x = not tested or not shown; [ ] = dose if it differs, or a comment.

SMILES	KOR beta-arrestin-1	GPR35 arrestin U2OS	Siah-1 displacement	HIV fusion peptide	NOD1 NF-kB reporter	GPR55 LPI antagonism	GPR55 beta-arrestin	KOR beta-arrestin-2	AID2073
O=C(CCCOc1ccc(Cl)cc1)NCC1CCCO1 (configuration not stated)	-23%	7%	-4%	-1.9%	-5%	0%	0.3%	7.7%	-3%
COc1cc2[nH]c3c(OC)ncnc3c2cc1OC	10%	-1%	-5%	-1.9%	-3%	6%	-0.2%	2.3%	2%
COc1ccnc(CS(=O)c2nc3cc(C(O)(F)F)ccc3[nH]2)c1OC (configuration not stated)	-12%	-6%	-3%	-2.0%	9%	-7%	0.0%	2.7%	-2%
O=C(CSCc1c(Cl)cccc1Cl)NCC1CCCO1 (configuration not stated)	-28%	-4%	-2%	-1.0%	4%	-11%	-0.2%	7.0%	1%
Cc1ccc(S(=O)(=O)N(C)S(=O)(=O)c2ccc(C#N)cc2)cc1	-25%	-4%	-1%	-2.5%	29%	-3%	0.0%	4.5%	10%
COc1ccc(CNc2nc3nc(-c4ccccc4)cc(=O)n3[nH]2)cc1OC	-23%	-6%	4%	0.4%	-4%	16%	-0.4%	-3.7%	6%
O=C(O)c1cc(N2C(=O)C3CC=CCC3C2=O)ccc1NCc1cccnc1 (configuration not stated)	-4%	4%	-4%	30%	11%	8%	-0.1%	8.2%	4%
CCOC(=O)c1c(C)[nH]c(C(=O)COC(=O)c2ccc(F)c(S(=O)(=O)N3CCOCC3)c2)c1C	-21%	-2%	-3%	-0.4%	-17%	-5%	0.3%	1.2%	5%
CCCCC1=CC2=C(c3ccco3)C(=O)C(C)(OC(=O)c3ccc(OC)cc3)C(=O)C2=CN1CC1CC1 (configuration not stated)	20%	18%	-1%	49%	3%	-2%	-0.1%	2.1%	3%
Cc1ccc(NC(=O)CCN2CCN(C)CC2)cc1	-8%	5%	-5%	-2.2%	24%	-7%	0.6%	0.7%	9%
O=C(Nc1cccnc1)c1ccc(CN2CCc3ccccc3C2)cc1	-2%	8%	-7%	7.4%	25%	3%	-0.2%	-1.4%	7%
Cc1nc2ccccc2n1CC(=O)N1CC(=O)Nc2ccccc21	x	3%	-1%	-1.2%	1%	-5%	0.5%	x	8%
COc1ccc(CNS(=O)(=O)NCc2ccccc2)cc1OC	-14%	-8%	4%	-1.0%	-39%	-3%	0.4%	-1.9%	-9%
COc1ccc(-c2cc(C(=O)N3CCCCC3)no2)cc1OC	-44%	10%	0%	2.1%	-62%	10%	-0.1%	3.3%	-4%
COc1cccc(Oc2ccc(C(F)(F)F)cc2NC(=O)CCc2nc3ccccc3c(=O)[nH]2)c1	32%	-16%	-2%	1.9%	-23%	5%	-0.1%	3.2%	14%

Full records as entered above. Order of screens: KOR beta-arrestin-1	GPR35 arrestin U2OS	Siah-1 displacement	HIV fusion peptide	NOD1 NF-kB reporter	GPR55 LPI antagonism	GPR55 beta-arrestin	KOR beta-arrestin-2	AID2073
Cc1ccc(NC(=O)CCN2CCN(C)CC2)cc1 is listed as -8%	5%	-5%	-2.2%	24%	-7%	0.6%	0.7%	9%
CCCCC1=CC2=C(c3ccco3)C(=O)C(C)(OC(=O)c3ccc(OC)cc3)C(=O)C2=CN1CC1CC1 (configuration not stated) is listed as 20%	18%	-1%	49%	3%	-2%	-0.1%	2.1%	3%

Continuation.
SMILES	KOR beta-arrestin-1	GPR35 arrestin U2OS	Siah-1 displacement	HIV fusion peptide	NOD1 NF-kB reporter	GPR55 LPI antagonism	GPR55 beta-arrestin	KOR beta-arrestin-2	AID2073
CCN1CCN(c2cc(C)c3cc(NC(=S)NCc4cccs4)ccc3n2)CC1	-1%	13%	6%	-3.4%	-27%	3%	0.6%	-0.7%	-19%
COc1ccccc1NC(=O)c1ccc(NC(=O)CNC(=O)c2ccc(OC)c(OC)c2)cc1	-28%	3%	0%	-0.2%	-11%	1%	-0.1%	0.7%	7%
O=C1N2CCSC2=NC1(NS(=O)(=O)c1ccccc1)C(F)(F)F (configuration not stated)	9%	3%	-1%	-0.2%	-7%	4%	0.6%	1.1%	4%
O=c1cc(-c2cccs2)oc2ccc(Cl)cc12	-21%	3%	-2%	12%	-102%	-10%	-0.2%	-0.6%	13%
CCOC(=O)c1c(NC(=O)c2ccccc2N(C)S(=O)(=O)c2ccccc2)sc2c1CCCC2	-8%	-20%	-1%	-1.3%	-3%	4%	0.1%	-0.7%	24%
Cc1ccc(NC(=O)c2cccs2)cc1NC(=O)c1ccco1	-93%	3%	-3%	0.3%	15%	-2%	-0.2%	-2.5%	0%
CC1=C(C(=O)OC2CCCCC2)C(c2ccco2)n2ncnc2N1 (configuration not stated)	31%	18%	2%	0.0%	11%	-8%	0.2%	5.3%	-4%
O=[N+]([O-])c1ccc(C2NS(=O)(=O)N=C3CCCCCN32)cc1 (configuration not stated)	23%	-3%	5%	0.4%	-10%	2%	-0.1%	-2.7%	-32%
CCc1ccc2[nH]c3nc(SCC(=O)NCC4CCCO4)nnc3c2c1 (configuration not stated)	-34%	-7%	12%	-0.8%	-26%	13%	-0.1%	-0.8%	12%
CCCCCCCNC1=CC(=O)CC(c2ccco2)C1 (configuration not stated)	5%	-9%	31%	47%	-13%	-7%	-0.1%	-3.8%	56%
CC(C)(C)c1ccc(CS(=O)(=O)CC2(O)CCN(C(=O)c3cccc(C(F)(F)F)c3)CC2)cc1	-4%	17%	3%	1.4%	9%	6%	-0.1%	2.1%	16%
CC(C)n1c(SCC(=O)N2CCCCC2)nc2c1c(=O)n(C)c(=O)n2C	-27%	8%	6%	0.2%	x	15%	-0.2%	-1.8%	-2%
COC(=O)c1sccc1NC(=O)c1cc(OC)c(OC)c(OC)c1	-23%	18%	-5%	-1.2%	26%	-8%	0.2%	5.3%	-1%
CCOC(=O)C(CC)n1cnc2c(nnn2-c2ccccc2)c1=O (configuration not stated)	-28%[20 µM]	-1%	2%	-1.6%	-13%	2%	0.0%	-3.6%	0%
CNC(=S)NCCc1ccc(OC)c(OC)c1	-32%	10%	4%	-2.1%	25%	8%	0.3%	8.8%	-11%
N#Cc1ccc(OCC(=O)NC2=NCCS2)cc1	-1%	-6%	0%	1.3%	-31%	-10%	-0.2%	-0.7%	-7%
O=C(COC(=O)Cc1c(Cl)cccc1Cl)NCCC1=CCCCC1	17%	-3%	-6%	-2.0%	9%	-4%	u	5.5%	-8%
Cc1ccc2nc(NC(=O)COC(=O)CSc3nc(C)cc(C)n3)sc2c1	-52%	-1%	-5%	-5.0%	x	-4%	-0.2%	3.7%	-24%
O=C(Nc1ccc(F)cc1)c1ccccc1CC[N+](=O)[O-]	22%	2%	3%	-1.2%	5%	7%	0.0%	-3.9%	2%
Cc1cccc(CN2CCC(C(=O)Nc3cccc(-c4cscn4)c3)CC2)n1	-30%	8%	-3%	-1.6%	-17%	-4%	0.3%	5.4%	8%
C=CCOc1ccc(CNc2nccs2)cc1OCC	-6%	-14%	20%	0.7%	-18%	5%	0.0%	-3.8%	-8%
CCOc1ccc(N(CC(=O)N2CCN(Cc3ccccc3)CC2)S(C)(=O)=O)cc1	5%	3%	-4%	-0.1%	-61%	-4%	-0.1%	0.7%	2%
O=C(O)c1cc2nc3c(c(C(F)(F)F)n2n1)CCCC3	-33%[20 µM]	2%	10%	-0.4%	-4%	11%	0.2%	x	11%
CCc1ccc(NC(=O)CC2C(=O)NCCN2C(=S)Nc2ccccc2)cc1 (configuration not stated)	12%	12%	3%	0.2%	-4%	4%	0.6%	1.6%	-30%
Cc1cccc(-n2cc(-c3ccccc3)c3c(N4CCOCC4)ncnc32)c1	-29%	-14%	-4%	-2.3%	56%*	17%	-0.3%	4.9%	-12%
CC1=C(C(=O)OCc2ccccc2)C(c2cccc(Cl)c2Cl)NC(=O)N1CCCCCC(=O)O (configuration not stated)	-12%[20 µM]	9%	6%	6.2%	9%	1%	0.2%	-2.8%	-1%
COc1ccc(NC(=S)Nc2cc(-c3ccccc3)[nH]n2)cc1Cl	12%	-23%	-2%	2.1%	-25%	-6%	0.1%	4.5%	-27%
CCn1c(COc2ccc(C)cc2)nnc1SCC(=O)NCc1ccco1	-2%[20 µM]	2%	4%	0.7%	-18%	7%	-0.1%	-9.6%	2%
COc1ccccc1/C=N/NC(=O)C1=NNC(c2ccccc2)(c2ccccc2)C1	8%	-3%	4%	5.3%	-10%	2%	0.1%	-2.5%	8%
COc1cccc(CC2(CO)CCCN(C(=O)c3cc[n+]([O-])cc3)C2)c1 (configuration not stated)	-10%	-8%	4%	1.6%	0%	-6%	-0.3%	4.3%	4%
Cc1ccnc(NC(=S)NC(=O)/C=C/c2ccccc2)c1	-26%	10%	-3%	-0.3%	-14%	7%	-0.1%	12%	24%
CCCNC(=O)CCn1c(=S)oc2ccccc21	19%	1%	1%	-1.0%	-8%	4%	-0.3%	2.6%	-1%
O=C(COc1ccc2ccccc2c1)NCC(=O)N/N=C/c1ccco1	5%	7%	-3%	8.2%	-12%	1%	-0.1%	-0.5%	2%
Cc1ccccc1-n1c(SCC(=O)N2CCN(c3ccccc3)CC2)nnc1-c1ccncc1	-6%	1%	3%	5.6%	-45%	2%	-0.2%	3.5%	10%
CCC1CCCCN1C(=S)NC(=O)c1cccs1 (configuration not stated)	20%	2%	8%	-0.1%	-18%	-1%	-0.3%	-3.2%	8%
CN(C)S(=O)(=O)Nc1ccc(Oc2ccccc2)cc1	-14%	-9%	1%	-2.4%	-22%	7%	-0.1%	0.6%	0%
COC(=O)c1ccc(Cn2cnc3cnccc32)cc1	-24%[20 µM]	7%	6%	1.3%	-27%	3%	0.0%	-5.3%	-5%
CCOC(=O)Cc1csc(NC(=O)CSc2nnnn2-c2ccc(F)cc2)n1	1%	-5%	3%	-2.3%	-2%	2%	-0.1%	-6.0%	-3%
CN(C)CCn1c(C(=O)O)cc2ccccc21	10%	6%	-3%	-2.9%	19%	-4%	-0.1%	7.2%	-5%
Cc1ccc(C)c(OCC(=O)O/N=C(\N)c2cccc([N+](=O)[O-])c2)c1	4%	1%	-5%	-0.9%	-2%	-1%	-0.3%	5.1%	5%
C=CCNC(=S)NNC(=O)c1ccc(Br)cc1	-17%	3%	4%	0.8%	-3%	0%	0.2%	-3.4%	-3%
Cc1cccc(Nc2nc(N)c(C#N)c(CC#N)c2C#N)c1	0%	-15%	4%	4.3%	-28%	8%	-0.3%	3.6%	19%
Cc1c(Cc2ccccc2)c(NCCN(C)C)n2c(nc3ccccc32)c1C#N	-20%	-7%	8%	1.0%	-2%	-3%	1.9%	0.5%	25%
CCn1cc(C(=O)Nc2ccc(NC(=O)c3ccco3)cc2)c(=O)c2ccc(C)nc21	-38%	8%	-4%	-0.8%	-16%	-4%	-0.2%	1.4%	-1%
CCc1nn(CC(=O)Nc2ccc(Br)c(C)c2)c(=N)s1	4%	5%	-8%	-1.4%	15%	4%	0.1%	-2.8%	8%

These rows are one share of the data; count on the stated rates, not on these rows.
